Screening results as filed in PubChem.
aSyn yeast rescue – qHTS of alpha-syn Inhibitors: NCGC Sytravon Library Screen. S. cerevisiae alpha-synuclein toxicity rescue, BacTiter-Glo growth, 24 h. AID 1347070, 2019. 94,000 compounds, 0.02% hits. Potency, µM (series often up to 46.1 µM), for inactives: at the highest dose growth rescue (activation), actives largely listed as activators; active = well fitted activation curve with a large enough effect; note: 0% is about no effect
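Growth restoration measured by BacTiter-Glo luminescence after 24 hr at 30 deg C; alpha-synuclein yeast, raffinose-pregrown to mid-log, were added at OD600=0.02 in galactose medium onto pinned compounds.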
* marks the source's active call; other numbers are inactive results. Potency is the fitted concentration of half-maximal effect.

nr | canonical_smiles | aSyn yeast rescue
1 | Cc1cccc(NC(=O)c2ccc3c(=O)n4c(nc3c2)CCCCC4)n1 | 3%
2 | O=C(CCCn1c(=O)[nH]c2ccc(Br)cc2c1=O)NCc1ccc(Cl)cc1 | -4%
3 | Cn1c(-c2ccccc2)c(C(=O)CCl)c2ccccc21 | -29%
4 | COC(=O)c1c(C)sc(-c2c(-c3ccc(OC)c(F)c3)[nH]c3c2c(=O)n(C)c(=O)n3C)c1O | 6%
5 | CN1CCN(c2nc(-c3ccccc3)nc(-c3ccccc3)c2C#N)CC1 | -7%
6 | CCn1c(C(=O)N2CCC(C(=O)NCCc3ccccc3)CC2)cc2sccc21 | -7%
7 | CCS(=O)(=O)NCC(c1cccnc1)N1CCN(c2ccccc2OC)CC1 (stereo unspecified) | 2%
8 | O=C(O)CCN1c2cccc3cccc(c23)S1(=O)=O | 0%
9 | COCC(=O)N(C)C[C@H]1Oc2ncc(C#C[C@H](C)O)cc2C(=O)N([C@@H](C)CO)C[C@H]1C | -6%
10 | COc1ccc(-c2noc(CNS(=O)(=O)c3ccc(Br)cc3)n2)cc1OC | 0%
11 | O=C(Nc1ccc(Oc2ccccc2)cc1)C1CCN(S(=O)(=O)c2ccccc2)CC1 | 5%
12 | COc1cccc(CC(NC(C)=O)C(=O)NC2CCN(c3c(Cc4ccccc4)c(C)nc4ncnn34)CC2)c1OC (stereo unspecified) | 1%
13 | COc1cccc(CNC(=O)C(=O)NCC(c2cccs2)S(=O)(=O)c2ccccc2)c1 (stereo unspecified) | -7%
14 | CCCCN(CCCC)CCCNC(=O)Cn1cc2c(n1)-c1c(oc(C(=O)N3CCCC3)c1C)CC2 | 1%
15 | CN(C)S(=O)(=O)c1cccc(C(=O)N=C2N=C3C=CC(Cl)=CN3Cc3ccccc32)c1 | 3%
16 | CC(=O)c1ccc(NC(=O)CN2CCN(S(=O)(=O)c3ccc4c(c3)OCCO4)CC2)cc1 | -11%
17 | CC1CCN(S(=O)(=O)c2ccc3c(c2)CCC(=O)N3CC(=O)Nc2cccc(C#N)c2)CC1 | 3%
18 | Cn1c(=O)c2c(nc(Sc3ncnn3CC(=O)N3CCOCC3)n2C)n(C)c1=O | -6%
19 | Cc1ccc(-n2c(=O)c3cccnc3n2CC(=O)Nc2cc(C)cc(C)c2)cc1 | 8%
20 | Cc1ccc(NC(=O)c2ccc3ccccc3n2)cc1S(=O)(=O)N1CCOCC1 | -10%
21 | COc1ccc(C(=O)C(=NN)c2ccccc2)cc1 | 3%
22 | CCN(CC(=O)Nc1ccccc1C(F)(F)F)C(=O)c1ccccc1Cc1ccccc1 | 18%
23 | COc1ccccc1N1CCN(c2ncnc3sc(C)c(-c4ccccc4)c23)CC1 | 2%
24 | Cc1ccc2c(=O)[nH]c(Cc3ccccc3C(=O)O)nc2c1 | -4%
25 | COc1cccc(CNC(=O)Nc2cc(C(=O)NCc3cccc(F)c3)ccc2N2CCCC2)c1 | -7%
26 | Cc1oc(-c2ccc(C(=O)Nc3cc(F)ccc3F)cc2)nc1COc1ccccc1 | 2%
27 | C[C@@H]1CN([C@@H](C)CO)C(=O)c2cc(NC(=O)Nc3cccc4ccccc34)ccc2O[C@@H](C)CCCCO[C@H]1CN(C)C(=O)c1ccccc1 | -3%
28 | CC1CN(C(=O)CCC(=O)NC2CCCCC2)c2ccccc2S1 (stereo unspecified) | 0%
29 | Cc1cc(C)cc(NC(=O)CSc2nc(=O)n3cc(C)ccc3n2)c1 | -6%
30 | Cc1ccc(CN(C(=O)c2ccccc2)c2ccccn2)o1 | 6%
31 | Cc1ccc(CCNC(=O)CCSCc2ccccc2Cl)cc1 | 24%
32 | CCOc1cc(C(=O)Nc2ccc(-c3nc4ncccc4o3)cc2C)cc(OCC)c1OCC | -9%
33 | Cc1cc(C)c(NC(=O)c2ncoc2-c2ccco2)c(C)c1 | 19%
34 | CCc1ccc(CNC(=O)c2cc3c(s2)-c2ccccc2OC3)cc1 | -1%
35 | O=C(NCc1ccccc1)c1ccc2c(c1)N(Cc1ccccc1)C(=O)c1ccccc1S2(=O)=O | 1%
36 | Cc1nc2ccn(Cc3ccccc3)c(=O)c2cc1C(=O)Nc1ccc(F)cc1Cl | -5%
37 | Cc1ccc(NC(=S)NC(=O)c2ccc(F)cc2)cc1S(=O)(=O)Nc1ccccc1Cl | 5%
38 | Cc1ccc(CN2C(=O)C(O)(CC(=O)c3ccc(C)cc3)c3ccccc32)cc1 (stereo unspecified) | 4%
39 | CCC(C)OC(=O)/C(C#N)=C/c1ccc(-c2ccc(Br)cc2)o1 (stereo unspecified) | 6%
40 | COc1ccccc1-c1c(C)nn2c(N3CCN(c4ccccc4)CC3)cc(C)nc12 | -9%

Part of the list above, with each value named:
[2] O=C(CCCn1c(=O)[nH]c2ccc(Br)cc2c1=O)NCc1ccc(Cl)cc1
  aSyn yeast rescue = -4%

[3] Cn1c(-c2ccccc2)c(C(=O)CCl)c2ccccc21
  aSyn yeast rescue = -29%

[4] COC(=O)c1c(C)sc(-c2c(-c3ccc(OC)c(F)c3)[nH]c3c2c(=O)n(C)c(=O)n3C)c1O
  aSyn yeast rescue = 6%

[5] CN1CCN(c2nc(-c3ccccc3)nc(-c3ccccc3)c2C#N)CC1
  aSyn yeast rescue = -7%

Further compounds follow:
nr | canonical_smiles | aSyn yeast rescue
41 | O=C(Nc1ccc(Cl)cc1)c1cc2c(-c3ccccc3)nn(-c3ccccc3)c2s1 | 15%
42 | O=C(Cn1ncc2ccsc2c1=O)N1CCN(c2ccc(F)cc2)CC1 | 1%
43 | C=C(C)Cn1c(SCC(=O)Nc2cc(C)ccc2C)nc2sc3c(c2c1=O)CCCC3 | -7%
44 | CC(=O)c1ccc(N2CCN(c3ncnc4c3c(-c3ccccc3)cn4-c3cccc(C)c3)CC2)cc1 | 7%
45 | CCCCn1c(SCC(=O)c2ccccc2)nc2sc3c(c2c1=O)CCCC3 | -3%
46 | O=C(COC(=O)C(Cc1c[nH]c2ccccc12)NC(=O)c1ccc(Cl)cc1)c1ccc(Cl)cc1 (stereo unspecified) | 2%
47 | CC1CCC(NC(=O)c2ccc(CS(=O)(=O)c3c(Cl)cccc3Cl)o2)CC1 (stereo unspecified) | 1%
48 | O=C(NC1CCCC1)C1CCCN(C(=O)Nc2ccccc2)C1 (stereo unspecified) | 1%
49 | CC(C)CCC(C)NC(=O)C1CCN(S(=O)(=O)/C=C/c2ccccc2)CC1 (stereo unspecified) | 2%
50 | CCc1ccc(Cn2c(CNS(=O)(=O)c3ccc(F)c(Cl)c3)nc3cccnc32)cc1 | 0%
51 | COc1ccc(-c2nc3scc(CCNS(=O)(=O)c4ccc5c(c4)OCCO5)n3n2)cc1 | 3%
52 | O=C(/C=C/c1ccco1)NCCc1ccccc1 | 2%
53 | O=C(c1cc2cc(Br)ccc2[nH]1)N1CCc2ccccc21 | 9%
54 | CCN(c1ccc(OC)cc1)S(=O)(=O)N1CCCC(C(=O)NCc2cccc(C)c2)C1 (stereo unspecified) | -4%
55 | CNC(=O)C1CCC(Cn2c(=O)c3sccc3n(CC(=O)N3CCC(C)CC3)c2=O)CC1 (stereo unspecified) | 0%
56 | C=CCSc1nnc(NC(=O)c2c(CC)noc2C)s1 | 11%
57 | Cc1cccc(C(=O)OCC(=O)N2c3ccccc3CC2C)c1C (stereo unspecified) | 13%
58 | COC(=O)c1cnc(N2CCN(c3ccc(OC)cc3)CC2)c2ccccc12 | -11%
59 | Cc1ccccc1NC(=O)Cn1nc(-c2ccc(F)cc2)c2cnc3ccccc3c21 | -3%
60 | Cc1cccc(NC(=O)C2CCCN(S(=O)(=O)c3c(C)n[nH]c3C)C2)c1 (stereo unspecified) | -8%
61 | OC(CNCc1ccc(Cl)c(Cl)c1)c1ccccc1 (stereo unspecified) | 10%
62 | Cc1ccc(NS(=O)(=O)c2cccc(C(=O)NCCCN3CCCC3=O)c2)cc1 | -2%
63 | COc1ccc(Nc2ncc3c(n2)CCN(Cc2ccccc2C)C3)c(OC)c1 | -8%
64 | O=C(CN1C(=O)C2(SCC(=O)N2c2cccc(Cl)c2)c2ccccc21)NCc1ccccc1 (stereo unspecified) | 2%
65 | COCc1ccc(C(=O)N2CCCC(N3CCN(c4cccc(Cl)c4)CC3)C2)s1 (stereo unspecified) | 5%
66 | CC(C)c1cnc2c(c1SCc1cccc(F)c1)c(=O)n(C)c(=O)n2C | 3%
67 | Cc1cc(C)nc(NC(=NCCc2c[nH]c3ccc(Cl)cc23)NC(=O)c2ccccc2C)n1 | -10%
68 | CC(=O)Nc1c(C)nn(-c2ccccc2)c1N1CCC(C(=O)Nc2cc(F)ccc2F)CC1 | 5%
69 | NC(=O)c1nc(Nc2ccccc2)sc1NC(=O)c1c(F)cccc1F | -4%
70 | Nc1nonc1-c1nc2ccccc2n1Cc1c(Cl)cccc1Cl | 3%
71 | Cc1cc(C)cc(Nc2cc(-c3ccccc3)nc(C)n2)c1 | -7%
72 | O=C(CCCC(=O)N(CC(=O)NC1CCCCC1)c1ccc(F)cc1)Nc1ccccn1 | 4%
73 | COC(=O)CN1C(C(=O)c2ccccc2)=C(OC(=O)c2ccccc2)c2ccccc2S1(=O)=O | 11%
74 | CC(=O)C1=C(O)C(=O)N(c2ccc(S(=O)(=O)Nc3nccs3)cc2)C1c1ccc(F)cc1 (stereo unspecified) | 3%
75 | COCCCNC(=O)CN1C(=O)COc2ccc(S(=O)(=O)N3CCOCC3)cc21 | -1%
76 | COc1ccc(/C=C/C2=CC(C)(C)NC(=S)N2)c(OC)c1 | 4%
77 | COC(=O)c1c(NC(=O)c2nc(SCc3ccc(F)cc3)ncc2Cl)sc2c1CCCC2 | -3%
78 | CCOC(=O)c1cc2c(=O)n3ccccc3nc2n(C(C)C)c1=NC(=O)C(C)(C)Oc1ccc(Cl)cc1 | -3%
79 | CCN(CC)C(=O)c1sc2c(c1C)c(=O)n(Cc1ccccc1)c(=O)n2Cc1cc(C)ccc1C | -4%
80 | CCCCn1c(N)c(N(CCOC)C(=O)c2ccc(N3C(=O)CCC3=O)cc2)c(=O)[nH]c1=O | -5%
81 | COc1ccc(N(CC(=O)NCCc2ccccc2)S(=O)(=O)c2c(C)nn(C)c2C)cc1 | -7%
82 | CC(=O)Nc1ccc(NC(=O)C(C)OC(=O)C2CCN(S(=O)(=O)c3ccc4c(c3)OCCO4)CC2)cc1 (stereo unspecified) | -6%
83 | CCOC(=O)c1cc2c(=O)n3ccccc3nc2n(Cc2ccco2)c1=NC(=O)c1ccc(F)cc1 | 9%
84 | Cc1ccc2c(c1)N(C(=O)CCC(=O)NCCCN1CCN(C)CC1)CC(C)O2 (stereo unspecified) | 10%
85 | CCc1ccccc1NC(=O)Cn1nc(N2CCN(c3ccccc3OC)CC2)ccc1=O | -4%
86 | COc1ccccc1NS(=O)(=O)c1cc(NC(=O)C2CCCC2)ccc1N1CCOCC1 | -4%
87 | O=C(NCc1ccccc1Cl)NCc1noc2ccccc12 | 5%
88 | N#Cc1ccccc1Cn1c(=O)n(CCCC(=O)NCc2ccc3c(c2)OCO3)c(=O)c2sccc21 | -3%
89 | CC1CCc2c(sc3ncnc(NS(=O)(=O)c4cccs4)c23)C1 (stereo unspecified) | -4%
90 | CCCc1nc(SCC(=O)N2CCOCC2)c2c(C)c(C)sc2n1 | 15%
91 | Cc1ccc(C)c(N2CCN(CCCNC(=O)Cn3c(-c4cccs4)cc4ccccc43)CC2)c1 | -20%
92 | O=C(Cn1c(=O)n(-c2ccc(F)cc2)c(=O)c2sccc21)Nc1cccc(C(F)(F)F)c1 | 1%
93 | CN(C)C=Nc1ccc([N+](=O)[O-])c2ccccc12 | 8%
94 | CCOc1ccc(-c2nnc(NC(=O)C3CCCC3)o2)cc1 | -1%
95 | CC(C)NC(=O)CC(=O)Nc1ccc2nc3n(c(=O)c2c1)CCCCC3 | -2%
96 | O=C(O)CCCCCN1C(=O)/C(=C\c2ccc(-c3ccc(Cl)cc3)o2)SC1=S | 0%
97 | CCc1ccc(C2N3CC4(C)CN2CC(c2ccccc2)(C3)C4=O)cc1 (stereo unspecified) | 5%
98 | Cc1ccc(CNC(=O)c2cc(S(=O)(=O)N3CCCC(C)C3)cn2C)cc1 (stereo unspecified) | 0%
99 | COC(=O)c1ccccc1NC(=O)C/C(C)=N/NC(=O)CC#N | -7%
100 | O=C(Cn1ccc(=O)[nH]c1=O)NCCO | -12%

Ordered by formula weight (ascending): 3 of the compounds above.
nr | canonical_smiles | aSyn yeast rescue
93 | CN(C)C=Nc1ccc([N+](=O)[O-])c2ccccc12 | 8%
95 | CC(C)NC(=O)CC(=O)Nc1ccc2nc3n(c(=O)c2c1)CCCCC3 | -2%
90 | CCCc1nc(SCC(=O)N2CCOCC2)c2c(C)c(C)sc2n1 | 15%

(list continues)
nr | canonical_smiles | aSyn yeast rescue
101 | CC(C)Oc1ccc(C(=O)Nc2ccc([N+](=O)[O-])cc2)cc1 | 1%
102 | O=C(COC(=O)C1CCN(S(=O)(=O)c2cccs2)CC1)Nc1ccc(F)cc1F | -3%
103 | NC(=O)c1nn(-c2ccc(Cl)cc2Cl)c(=O)cc1O | -5%
104 | Cc1cccc(OCC(=O)N(Cc2cccs2)c2ccc(Cl)cc2)c1C | 11%
105 | COc1ccc(-c2nc(CNC(=O)Nc3ccccc3)c(C)o2)c(OC)c1 | 6%
106 | Cc1ccc(NC(=O)Cn2ccn(-c3ccc(F)c(F)c3)c(=O)c2=O)cc1C | -3%
107 | CCN(CC)S(=O)(=O)c1ccc(C(=O)NCCN(C)C)cc1 | -6%
108 | CC(C)c1ccc(NC(=O)CSc2nc3ccccc3nc2N2CCCC2)cc1 | -1%
109 | COc1ccccc1CCC(=O)NNC(=O)c1ccc(Br)cc1 | 7%
110 | Cc1cc2c(N=NC(=O)C3CC3c3ccccc3)c(O)[nH]c2cc1Br (stereo unspecified) | 0%
111 | CN(CCOc1ccc(Cl)cc1)C(=O)CNS(=O)(=O)c1ccc(N(C)C)c([N+](=O)[O-])c1 | -2%
112 | O[C@H]1C[C@H](c2ccc(Cl)cc2)N(CC2CCCCC2)C[C@@H]1n1cc(C2CC2)nn1 | 9%
113 | CC(C)n1c(=O)c2oc3ccccc3c2n(CC(=O)Nc2ccccc2Cl)c1=O | -12%
114 | O=C1NN=C2CCCCCCC12 (stereo unspecified) | -6%

These rows are one share of the data; rates above refer to the full screens.
